RXFP1 ag: activates the human relaxin receptor RXFP1; HEK293T-RXFP1 cAMP TR-FRET, 30 min; response scale: percent of porcine relaxin response, buffer zero; Potency, µM (doses to about 57.5 µM), for the others: at the highest dose activation, hits mostly activators; actives 0.3% (n = 370,000); note: % is set by controls: 0 for no effect and ±100 for the full control effect; nearly all actives have a fitted effect of over 60% in size; many of its hits are not listed in these tables
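Agonist response is measured as cAMP accumulation in an RXFP1-transfected HEK293T line under PDE4 inhibition. Values are scaled between buffer-only and 29 nM porcine relaxin, and EC50s come from standard Hill equation fits.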
TrxR1 substrate: substrates of rat thioredoxin reductase 1 | Potency, µM (doses to about 114 µM), inactives show at the highest dose activity change, negative = substrate turnover | actives 0.01% (n = 390,000) | purified TrxR1 substrate turnover, NADPH consumption readout; note: % is set by controls: 0 for no effect and ±100 for the full control effect; nearly all actives have a fitted effect of over 50% in size
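Rat TrxR1, dispensed at 90 nM, was prereduced with 400 uM NADPH (final) for 5 min at ~22 deg C, then incubated with compound 15 min before 400 uM selenite. A first-read NADPH fluorescence drop versus no-compound background flagged substrates.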
Vif-A3G inh: Vif-A3G binding inhibition; Q9HC16; HeLa A3G-eYFP + Vif (tagged APOBEC3G with the HIV-1 protein that degrades it), YFP fluorescence, overnight; Potency, µM (doses to about 46.1 µM), inactives show at the top dose activity, negative = active, hits mostly inhibitors; actives 0.076% (n = 410,000); AID 602310;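 note: % is set by controls: 0 for no effect and ±100 for the full control effect; nearly all actives have a fitted effect of over 60% in size; hits raise eYFP signal because A3G escapes Vif-driven loss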
Target sequence (Q9HC16 whole entry, looked up): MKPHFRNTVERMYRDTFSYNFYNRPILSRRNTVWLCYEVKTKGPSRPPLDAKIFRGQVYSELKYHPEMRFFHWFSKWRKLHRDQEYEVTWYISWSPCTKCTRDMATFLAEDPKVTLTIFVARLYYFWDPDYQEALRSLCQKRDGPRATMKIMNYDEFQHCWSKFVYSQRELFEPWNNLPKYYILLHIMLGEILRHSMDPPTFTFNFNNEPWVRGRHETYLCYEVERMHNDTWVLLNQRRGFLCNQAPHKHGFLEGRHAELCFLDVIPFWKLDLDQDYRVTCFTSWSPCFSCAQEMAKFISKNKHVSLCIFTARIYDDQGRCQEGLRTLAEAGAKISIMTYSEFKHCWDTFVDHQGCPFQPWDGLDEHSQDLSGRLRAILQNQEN
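HeLa cells stably expressing Vif and C-terminally eYFP-tagged A3G, seeded overnight at 37 deg C, then exposed to compound by pintool overnight at 37 deg C. Rise in yellow fluorescence (Ex 488/Em 500-530, Acumen) marks blocked Vif-driven A3G degradation.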
RGS4 inhibitor: human RGS4 inhibition; P49798; Transcreener GDP fluorescence polarization, RGS4-accelerated GTP hydrolysis; Potency, µM (top dose mostly 114 µM), for inactives: at the highest dose activity change, negative = inhibition, most hits filed as inhibitors; actives 0.039% (n = 390,000); AID 504845; note: % is set by controls: 0 for no effect and ±100 for the full control effect; nearly all actives have a fitted effect of over 75% in size; some results filed as inactive show a strong effect at the top dose
Target sequence (P49798 whole entry, looked up): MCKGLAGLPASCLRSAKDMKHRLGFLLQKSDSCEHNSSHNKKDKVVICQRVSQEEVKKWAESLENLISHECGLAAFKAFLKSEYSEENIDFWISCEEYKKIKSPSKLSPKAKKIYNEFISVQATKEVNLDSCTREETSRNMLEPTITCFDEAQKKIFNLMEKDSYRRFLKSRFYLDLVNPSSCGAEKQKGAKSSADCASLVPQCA
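MLSMR compounds (23 nl, pin-transferred) preincubated 10 min at room temperature with a 500nM (2x) first reagent, then RGS4 at 900nM (2x) plus Transcreener GDP mix added; fluorescence polarization (620/688 nm) read before and after 90 min at 30 °C.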
Vif-APOBEC3F blk: inhibitors of Vif-A3F interaction | HeLa A3F-eYFP + Vif (tagged APOBEC3F with the HIV-1 protein that degrades it), YFP fluorescence increase | Potency, µM (series often up to 46.1 µM), for the others: at the highest dose activity, negative = active | actives 0.2% (n = 390,000); note: % of control where 0% means no effect; nearly all actives have a fitted effect of over 65% in size
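HeLa cells stably expressing A3F-eYFP plus Vif, plated and incubated overnight at 37 deg C, then exposed to compounds overnight at 37 deg C. Blocked degradation read as raised yellow fluorescence (Ex 488/Em 500-530).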
12-LOX inh: inhibitors of human 12S-lipoxygenase ALOX12; Potency, µM (highest dose often 108 µM), inactives show at the highest dose activity change, negative = inhibition, hits mostly inhibitors; AID 1671190; actives 1.1% (n = 580,000); purified 12hLO, xylenol orange hydroperoxide absorbance; note: % is set by controls: 0 for no effect and ±100 for the full control effect
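Purified human 12hLO (150 nM final) in 25 mM Hepes, 0.01% Triton X-100, pH 7.0 was preincubated 15 min at room temperature with compound. Then 40 uM arachidonic acid was added, 30 min. Hydroperoxide was read by Fe-XO absorbance ratio 573/405 nm.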
IDH1 R132H inh: blocks human mutant IDH1 R132H enzyme. O75874. IDH1-R132H enzyme, NADPH consumption, diaphorase/resazurin fluorescence. Potency, µM (top dose mostly 76.6 µM), for inactives: at the top dose activity change, negative = inhibition, actives largely listed as inhibitors. actives 0.093% (n = 390,000). AID 602179; note: % is set by controls: 0 for no effect and ±100 for the full control effect; nearly all actives have a fitted effect of over 65% in size
Target sequence (O75874 whole entry R132H, stated change not applied): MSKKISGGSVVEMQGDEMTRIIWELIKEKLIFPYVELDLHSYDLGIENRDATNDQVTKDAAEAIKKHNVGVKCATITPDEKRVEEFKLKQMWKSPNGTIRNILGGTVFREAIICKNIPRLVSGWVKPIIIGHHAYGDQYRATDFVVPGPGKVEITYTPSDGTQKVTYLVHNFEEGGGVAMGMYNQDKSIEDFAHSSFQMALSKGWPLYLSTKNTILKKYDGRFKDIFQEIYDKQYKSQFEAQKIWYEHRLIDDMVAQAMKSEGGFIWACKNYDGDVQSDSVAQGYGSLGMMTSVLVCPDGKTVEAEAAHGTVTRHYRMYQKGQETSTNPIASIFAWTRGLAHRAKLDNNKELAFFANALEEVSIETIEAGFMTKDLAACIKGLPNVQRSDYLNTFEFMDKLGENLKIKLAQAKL
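IDH1-R132H (0.5 ug/mL dispensed) in pH 7.5 Tris buffer was preincubated 30 min with compound, then given a substrate mix of 0.016 mM NADPH and 2 mM alpha-KG for 80 min at room temperature; remaining NADPH was read by diaphorase/resazurin fluorescence.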
TrxR1 inh: inhibitors of rat thioredoxin reductase 1; O89049; recombinant rTrxR1, NADPH fluorescence consumption, selenite substrate; Potency, µM (doses to about 114 µM), inactives show top-dose activity change, negative = inhibition, usual class: inhibitors; actives 1% (n = 390,000); AID 588453; note: % is set by controls: 0 for no effect and ±100 for the full control effect; nearly all actives have a fitted effect of over 65% in size
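Rat TrxR1 (90 nM in the dispensed reagent) was pre-reduced with 400 uM NADPH for 5 min at room temperature, then incubated with compound for 15 min. After 400 uM selenite was added, NADPH fluorescence (Ex 340/Em 450 nm) was followed for 8 min.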
USP1 inh: blocks the human USP1/UAF1 deubiquitinase complex | O94782 | recombinant USP1/UAF1, Ub-Rhodamine cleavage fluorescence | Potency, µM (titrated, usually from 57.1 µM), for the others: at the top dose activity change, negative = inhibition, most hits filed as inhibitors | actives 0.23% (n = 390,000); note: % is set by controls: 0 for no effect and ±100 for the full control effect; nearly all actives have a fitted effect of over 60% in size; inactives centre near -12
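USP1/UAF1 complex (1 nM) preincubated 15 min at room temperature with compound, then Ub-Rho substrate (150 nM final) added. Kinetic fluorescence at 480/540 nm over 6 reads at 60 s intervals; 50 mM HEPES pH 7.8, 0.5 mM EDTA, 0.1 mg/ml BSA, 1 mM TCEP, 0.01% Tween-20.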
An asterisk follows results filed as active; ? = inconclusive; . = not tested or not shown; [ ] = remark or other dose. Calls come from the whole dose curve; as a rule, active = well fitted curve in the direction sought with a large enough effect; inconclusive = small, poorly fitted or top-dose-only effect, or another doubt; inactive = no such curve, though single readings can be large; an effect the other way counts as inactive or inconclusive. Potency is the fitted concentration of half-maximal effect. Only part of the results is shown; rates above refer to the full screens.

| molecule | RXFP1 ag | TrxR1 substrate | Vif-A3G inh | RGS4 inhibitor | Vif-APOBEC3F blk | 12-LOX inh | IDH1 R132H inh | TrxR1 inh | USP1 inh |
| --- | --- | --- | --- | --- | --- | --- | --- | --- | --- |
| CCn1cc(C(C)NC(=O)Nc2ccccc2C(=O)OC)c(C)n1 (stereo not given) | 0.1% | -18%[57.1 µM] | -7% | -11% | -13% | 7% | 11% | 7%[57.1 µM] | -1% |
| Cc1ccsc1-c1nc(CSCC(=O)NCCN2CCCC2)c(C)o1 | -0.3% | -8% | -2% | 33% | 3% | 0% | 4% | -8% | -6% |
| CCCCNC(=O)CSc1nc2nc(C)c(Cc3c(F)cccc3Cl)c(C)n2n1 | 0.6% | -6% | -2% | -40% | 3% | -13% | -10% | -10% | -21% |
| Cc1nc(SCC(=O)NNC(=O)c2ccc(F)cc2)c2ccccc2n1 | . | -9% | -3% | 10% | 1% | 7% | -2% | -5% | 1% |
| O=C(Nc1ccc(S(=O)(=O)N2CCCC2)cc1)c1cccnc1Cl | -0.4% | -7% | -8% | -14% | -10% | -3% | 0% | -5% | -11% |
| CC(C)OCCCNC(=O)CSc1c2c(nc3ccc(Cl)cc13)CCCC2 | 8.5% | 0% | -5% | -3% | 0% | -14% | -19% | 4% | -2% |
| O=C1C2=C(Nc3ccccc3SC2c2ccc(C(F)(F)F)cc2)c2ccccc21 (stereo not given) | 3.0% | -6% | 4% | -52% | -17% | 4% | 0% | 14% | -30% |
| NC(=NCc1ccccc1)C(N=Nc1ccccc1)C(=O)NCc1ccccc1 (stereo not given) | . | 8%[57.1 µM] | 0% | -12% | 0% | ? | 3% | 0%[2.29 µM] | -17% |
| C[C@@]12CCC=C[C@H]1[C@H](c1ccc(/C=C/c3ccccc3)cc1F)N(Cc1ccccc1)C2=O | 5.7% | 22%[57.1 µM] | -1% | -1% | 7% | ? | -11% | 36% | -9% |
| COc1ccccc1N1CC(C(=O)NC2CCCCCC2)CC1=O (stereo not given) | . | 5%[57.1 µM] | -6% | 22% | -5% | -8% | 0% | 13%[57.1 µM] | -9% |
| COc1ccc(-c2ccc(SCC(=O)Nc3cc(C)on3)nn2)cc1OC | -0.6% | 5% | -3% | -4% | -3% | 3% | 6% | 2% | -8% |
| C=CCNC(=O)N[C@@H](Cc1ccccc1)C(=O)OC | -4.4% | 2%[57.1 µM] | -1% | -6% | 3% | 2% | 3% | 18%[57.1 µM] | ? |
| CCc1ccccc1Nc1nn2c(=O)c3ccc(C(=O)NCc4cccs4)cc3nc2s1 | ? | 7%[57.1 µM] | -15% | ? | -13% | ? | 3% | 18%[57.1 µM] | -11% |
| Cc1ccc(S(=O)(=O)NCC(=O)N(CC2CCCO2)C(C(=O)NCC2CCCO2)C(C)C)cc1 (stereo not given) | 1.4% | 1% | 2% | 3% | 4% | -47% | 7% | 16% | -17% |
| COc1ccc(C2c3c(oc4ccccc4c3=O)C(=O)N2c2ccc(C)cn2)cc1OC (stereo not given) | 5.1% | -4%[57.1 µM] | 1% | -19% | -1% | 2%[57.4 µM] | 12% | -4%[57.1 µM] | -15% |
| CCOc1ccccc1Oc1nc(-c2ccccc2O)nc2ccccc12 | 3.1% | 6% | -3% | -4% | -11% | 16% | 15% | 22% | -23% |
| CCc1cccc(OCC(=O)Nc2ccc(S(=O)(=O)Nc3cc(C)nc(C)n3)cc2)c1 | -1.1% | 4% | . | 11% | . | -12% | . | 14% | -17% |
| Cc1cc(C)c(C#N)c(SCc2ccc3c(c2)OCO3)n1 | 2.8% | 1% | 1% | -4% | 2% | 9% | 11% | 9% | -19% |
| CC(=O)c1ccc(OCc2cc(C(=O)N(C)Cc3ccccn3)no2)cc1 | 1.2% | 2% | 0% | 2% | -4% | 74%[activator] | -1% | 50µM* | -11% |
| CCCCCNC(=O)C1CC=CCC1C(=O)O (stereo not given) | 0.9% | -5% | -1% | -8% | -2% | 0% | 4% | -4% | -4% |

Reformatted with each value named: two of the compounds above.
CCCCNC(=O)CSc1nc2nc(C)c(Cc3c(F)cccc3Cl)c(C)n2n1
  RXFP1 ag: 0.6%; TrxR1 substrate: -6%; Vif-A3G inh: -2%; RGS4 inhibitor: -40%; Vif-APOBEC3F blk: 3%; 12-LOX inh: -13%; IDH1 R132H inh: -10%; TrxR1 inh: -10%; USP1 inh: -21%
Cc1nc(SCC(=O)NNC(=O)c2ccc(F)cc2)c2ccccc2n1
  RXFP1 ag: .; TrxR1 substrate: -9%; Vif-A3G inh: -3%; RGS4 inhibitor: 10%; Vif-APOBEC3F blk: 1%; 12-LOX inh: 7%; IDH1 R132H inh: -2%; TrxR1 inh: -5%; USP1 inh: 1%

Continued.
| molecule | RXFP1 ag | TrxR1 substrate | Vif-A3G inh | RGS4 inhibitor | Vif-APOBEC3F blk | 12-LOX inh | IDH1 R132H inh | TrxR1 inh | USP1 inh |
| --- | --- | --- | --- | --- | --- | --- | --- | --- | --- |
| CN1CCN(S(=O)(=O)c2cccc(C(=O)O)c2)CC1 | -0.1% | 3% | 0% | 41% | -2% | 12% | -6% | 16% | -18% |
| N#Cc1ccccc1NC(=O)Nc1ccc(Cl)cc1 | 5.3% | 34% | -1% | -14% | -3% | 0% | 7% | -12% | 6% |
| O=C(Cn1c(=S)nc2ccccn21)N1CCc2ccccc2C1 | 4.2% | 8%[11.4 µM] | -6% | -21%[11.4 µM] | -4% | 0% | 1% | 8%[11.4 µM] | -17% |
| CC(=O)N1CCc2c(sc(NC(=O)CCS(=O)(=O)c3ccc(C)cc3)c2C(N)=O)C1 | 1.7% | 4%[57.1 µM] | 0% | -6% | 5% | ? | -11% | 1%[57.1 µM] | -18% |
| O=Cc1sc([O-])nc1-[n+]1ccc2ccccc2c1 | 4.5% | 6%[57.1 µM] | 0% | -25% | -4% | . | 9% | 9%[57.1 µM] | -12% |
| Cc1ccc(C)c(Nc2nc(-c3ccccc3)c3cc(Br)ccc3n2)c1 | 4.4% | -1% | . | 9% | . | ? | . | 21% | ? |
| O=C(CCc1ccccc1)Nc1ccc(S(=O)(=O)Nc2nccs2)cc1 | 0.6% | 5%[0.457 µM] | 1% | -6% | -18% | 1% | 14% | 16% | 4% |
| O=C(CC1C(=O)OCCN1Cc1ccccc1)Nc1ccc(F)cc1 (stereo not given) | 8.0% | 3%[11.4 µM] | 2% | 0% | -6% | ? | -2% | 0% | -17% |
| Cc1cc(C)c(S(=O)(=O)N2CCOC2CNC(=O)C(=O)NCCc2ccc(S(N)(=O)=O)cc2)c(C)c1 (stereo not given) | 8.6% | 8%[57.1 µM] | -1% | 10% | 0% | 14% | -4% | -21% | -5% |
| O=C1OC(N2C(=O)CC[C@H]2C(=O)Nc2ccc(F)c(F)c2)c2ccccc21 (stereo not given in full) | 0.3% | -3% | 4% | 6% | 7% | 39%[activator] | -9% | 10% | -13% |
| CC(C)c1cccc(-c2ccc3c(c2)S(=O)(=O)c2cccc(C(=O)O)c2C3=O)c1 | 0.0% | 7%[57.1 µM] | 0% | 3% | -1% | -11% | -5% | 8%[57.1 µM] | ? |
| Cc1ccc(C)c(Cn2nnc3c(=O)[nH]c(C(=O)NCC4CCCO4)nc32)c1 (stereo not given) | 0.0% | 10% | -1% | -9% | -14% | 15% | 0% | 37%[activator] | -4% |
| Cc1c(C(=O)N(Cc2ccc(Cl)cc2)C2CCS(=O)(=O)C2)oc2ccccc12 (stereo not given) | 0.7% | -3%[57.1 µM] | -6% | 3% | -3% | 5% | -10% | 22%[57.1 µM] | -15% |
| Cc1nc2c(o1)C(=O)c1ccccc1C2=Nc1ccccc1 | . | -17% | -8% | 2% | 9% | 0% | 15% | 1% | ? |
| CCC1S/C(=N/N=C/c2ccco2)N(Cc2ccc(F)cc2)C1=O (stereo not given) | 0.8% | -4% | 1% | 45% | 13% | ? | 2% | 6% | -2% |
| CC(=O)N1CC23C=CC(CC2CC12CCCCCC2)O3 (stereo not given) | 0.8% | 10% | 0% | ? | 1% | 2% | 7% | 18%[57.1 µM] | -8% |

Entries shown so far containing a thiophene ring, fused or not:
| molecule | RXFP1 ag | TrxR1 substrate | Vif-A3G inh | RGS4 inhibitor | Vif-APOBEC3F blk | 12-LOX inh | IDH1 R132H inh | TrxR1 inh | USP1 inh |
| --- | --- | --- | --- | --- | --- | --- | --- | --- | --- |
| Cc1ccsc1-c1nc(CSCC(=O)NCCN2CCCC2)c(C)o1 | -0.3% | -8% | -2% | 33% | 3% | 0% | 4% | -8% | -6% |
| CCc1ccccc1Nc1nn2c(=O)c3ccc(C(=O)NCc4cccs4)cc3nc2s1 | ? | 7%[57.1 µM] | -15% | ? | -13% | ? | 3% | 18%[57.1 µM] | -11% |
| CC(=O)N1CCc2c(sc(NC(=O)CCS(=O)(=O)c3ccc(C)cc3)c2C(N)=O)C1 | 1.7% | 4%[57.1 µM] | 0% | -6% | 5% | ? | -11% | 1%[57.1 µM] | -18% |

Assay outcomes from PubChem.
